PPARg SRC1 recr: PPARgamma-driven SRC-1 recruitment agonism. PPARgamma-SRC-1 coactivator recruitment biochemical assay. 200,000 tested, 0.41% active. activation, % at 8 µM. P37231. AID 631; in the data active = activation above about 19%;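 also: 0% = DMSO and 100% = reference agonist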
Target sequence (P37231 whole entry, looked up): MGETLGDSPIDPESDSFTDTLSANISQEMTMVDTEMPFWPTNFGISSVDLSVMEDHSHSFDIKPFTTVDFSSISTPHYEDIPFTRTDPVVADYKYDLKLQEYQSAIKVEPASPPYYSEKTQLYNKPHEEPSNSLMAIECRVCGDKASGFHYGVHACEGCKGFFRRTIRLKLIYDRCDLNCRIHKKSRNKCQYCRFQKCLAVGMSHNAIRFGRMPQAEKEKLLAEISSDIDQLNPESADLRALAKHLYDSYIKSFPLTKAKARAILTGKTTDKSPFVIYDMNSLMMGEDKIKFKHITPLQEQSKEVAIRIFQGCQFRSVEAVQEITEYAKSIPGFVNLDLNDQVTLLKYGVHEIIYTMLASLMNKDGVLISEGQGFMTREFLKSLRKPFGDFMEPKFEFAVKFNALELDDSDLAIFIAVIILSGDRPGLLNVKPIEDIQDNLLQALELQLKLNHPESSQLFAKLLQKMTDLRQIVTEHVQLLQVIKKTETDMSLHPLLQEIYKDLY
S1P3 antag: blocks the human S1P3 receptor; CHO S1P3 NFAT-BLA reporter, FRET fluorescence, antagonist mode; 170,000 tested, 0.27% active; inhibition, % at 4.98 µM; Q99500;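 active = inhibition above the plate cutoff, the mean inhibition of test wells on that plate plus 3 SD, cut at about 28% in these data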;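 also: cells challenged with S1P at its EC80 of 0.8 µM; blue over green emission ratio from cleaved BLA substrate after 4 h stimulation; 0% = S1P-stimulated wells and 100% = unstimulated DMSO-only wells; some compounds past the cut are filed as inactive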
Target sequence (Q99500 whole entry, looked up): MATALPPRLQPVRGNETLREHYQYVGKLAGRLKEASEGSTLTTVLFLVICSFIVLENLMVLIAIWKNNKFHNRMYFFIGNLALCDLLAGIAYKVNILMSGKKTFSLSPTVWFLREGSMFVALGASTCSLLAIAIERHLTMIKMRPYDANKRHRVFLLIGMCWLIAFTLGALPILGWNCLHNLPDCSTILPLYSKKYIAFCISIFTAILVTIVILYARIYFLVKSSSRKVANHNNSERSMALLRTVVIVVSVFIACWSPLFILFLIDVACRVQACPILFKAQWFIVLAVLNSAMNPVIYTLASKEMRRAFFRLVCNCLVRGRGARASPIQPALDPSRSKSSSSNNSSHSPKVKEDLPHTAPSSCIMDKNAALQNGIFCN
ROMK primary: modulates human ROMK potassium channel activity | Tet-inducible ROMK, thallium flux fluorescence; actives lie on both sides | 130,000 tested, 2% active | B-score at 10 µM | P48048;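 active = signal ratio slope over the read window, or its plate-corrected B-score, at least 3 SD from the plate mean, either direction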;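 also: B-score of the F/F0 ratio slope over 7 to 12 s after thallium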
TR-FRET SRC-2 ct: counter-screen for PPARgamma SRC-2 recruitment agonists: TR-FRET artefact; stronger effect = higher value; TR-FRET ratio at 8 µM; 200,000 tested, 0.4% active; AID 1049; in the data active = TR-FRET ratio above about 2000; also: inactives centre near 1500; reference of the scale not given here
PPARg SRC-3 ag: PPARgamma-driven SRC-3 recruitment agonism; activation, % at 8 µM; 200,000 tested, 0.26% active; biochemical PPARgamma/SRC-3 coactivator recruitment assay; in the data active = activation above about 23%;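 also: 0% = DMSO and 100% = reference agonist; some compounds past the cut are filed as inactive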
RAM network inh: blocks the yeast RAM network | inhibition, % at 50 µM | 190,000 tested, 1.8% active | S. cerevisiae dse1pr::URA3 reporter, 5-FOA growth OD615, 2 d; analog-sensitive cbk1-as2 kinase mutant strain;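 active = inhibition above a set limit, 3 SD over mean compound inhibition, cut at about 8.4% in these data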;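 also: 0% = DMSO-only wells with no growth and 100% = 10 µM 1-NA-PP1 full growth; inhibition rescues growth on 5-FOA so higher OD means more RAM inhibition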
PPARg SRC-2 ag: promotes SRC-2 coactivator recruitment by human PPARgamma; P37231; PPARgamma LBD-SRC-2 recruitment, biochemical; activation, % at 8 µM; 200,000 tested, 0.34% active; in the data active = activation above about 22%;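 also: 0% = vehicle and 100% = reference agonist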
DTT redox prof: compounds producing H2O2 with reducing agent – biochemical, NIH compound library profiling, artefact control for MLSCN library redox annotation, primary screen | DTT-dependent redox cycling H2O2, phenol red/HRP absorbance; 100% = 100 µM peroxide control, 0% = buffer | activation, % at 10 µM | 200,000 tested, 0.03% active | AID 878;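 active = activation of at least 50% relative to the plate's high and low controls in the primary single-dose screen; inactive = activation below 50%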;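 also: compound incubated with DTT at 0.8 mM final as the reducing agent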
HMGR II inh: E. faecalis class II HMG-CoA reductase inhibition | purified E. faecalis HMGR, NADPH absorbance 340 nm kinetic | inhibition, % at 10 µM | 190,000 tested, 0.41% active | AID 1066;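 active = inhibition above a set limit, the median over all tested compounds plus 3 SD, cut at about 9.5% in these data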;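 also: enzyme runs in reverse so mevalonate oxidation gives rising NADPH absorbance; 0% = complete reaction with DMSO and 100% = background rate lacking mevalonate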
Lmaj promast: reduces viability of Leishmania major promastigotes. resazurin fluorescence viability. inhibition, % at 10 µM. 200,000 tested, 9% active; in the data active = inhibition above about 50%;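 also: promastigotes grown with compound for 44 hours at 28 °C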
bIAP inh: intestinal alkaline phosphatase (bovine) inhibition | inhibition, % at 20 µM | 190,000 tested, under 10 active | purified bovine IAP, CDP-star luminescence, 30 min | AID 1019;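 active = over 50% inhibition of intestinal alkaline phosphatase at 20 µM in the single-dose screen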
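System: Purified bovine intestinal alkaline phosphatase (IAP) enzyme | Input: IAP diluted 1/65,000,000 in the well | Also added: CDP-star chemiluminescent phosphatase substrate, 30 µM final | Dosing: 20 µM single dose | Times: Enzyme reaction for 30 min at room temperature | Detection: Luminescence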
* = called active by the depositor; . = no result given.

SMILES | PPARg SRC1 recr | S1P3 antag | ROMK primary | TR-FRET SRC-2 ct | PPARg SRC-3 ag | RAM network inh | PPARg SRC-2 ag | DTT redox prof | HMGR II inh | Lmaj promast | bIAP inh
O[C@H]1COC2C1OC[C@@H]2O (stereo partly drawn) | -2 | 12 | . | 1415 | 1 | -0.4 | 0 | 0.5 | -6 | -4 | -19
Cc1cc(C)n(C(=O)CNC(=O)c2ccco2)n1 | -5 | -8 | 0.23 | 1434 | -4 | 1.9 | -1 | -0.4 | -5 | -3 | 8
O=c1oc2cc(OCc3ccc(C(F)(F)F)cc3)ccc2cc1-c1ccccn1 | -5 | . | 0.95 | 1588 | -8 | 0.9 | 1 | 0.0 | -5 | 1 | 4
CCN(CC)C(=O)C(C(=O)c1cccc([N+](=O)[O-])c1)n1cc(Cl)ccc1=O (stereo not drawn) | 3 | -10 | 0.62 | 1648 | 7 | 1.2 | 6 | -0.1 | 2 | -4 | 1
COc1ccc(C(=O)NCC(=O)OCC(=O)NCCC2=CCCCC2)cc1 | 6 | 3 | 0.56 | 1563 | 3 | -0.4 | 4 | -0.5 | 2 | -6 | -1
O=C1COc2ccc(C(=O)c3ccccc3)cc2CN1 | -2 | -13 | -0.97 | 1448 | 15 | -0.3 | -7 | -0.8 | -3 | -9 | 9
COc1ccc(C(=O)CCNc2ccc3c(c2)OCCO3)cc1 | 9 | -7 | 0.59 | 1556 | 7 | 0.5 | 7 | -0.7 | -2 | 8 | 9
Cc1sc2nc(CN(Cc3cccs3)C(=O)C3CC3)[nH]c(=O)c2c1C | 5 | -18 | . | 1391 | 0 | 2.7 | 7 | -0.4 | -4 | 3 | -2
COC(=O)N/N=C/c1cn(CCCOc2ccc(C)cc2)c2ccccc12 | -1 | 3 | 0.51 | 1595 | 4 | -0.4 | 3 | 0.3 | 1 | 56* | 1
CC1CCCC(NC(=O)Nc2cccs2)C1C (stereo not drawn) | 0 | . | -0.52 | 1526 | 12 | 1.6 | 16 | 0.0 | -3 | 20 | 13
Cc1nn(-c2ccc(F)cc2)c2c1cc(C#N)c1nc3ccccc3n12 | 1 | . | . | 1637 | 5 | 5.0 | 7 | 4.1 | -2 | -2 | 2
COC(=O)[C@@H]1[C@@H](C)OC(=O)N[C@H]1c1ccccc1 | 5 | -22 | 1.7 | 1539 | 4 | 1.2 | 13 | -0.6 | -6 | -4 | -14
O=C1NN(c2ccc(F)cc2)C(=O)/C1=C\C=C\c1ccco1 | -4 | -4 | . | 1601 | -2 | 4.1 | -6 | 0.8 | 1 | 39 | -23
CCCn1cnc2c(c1=O)c1nc3ccccc3nc1n2CCc1ccccc1 | -1 | 1 | . | 1540 | -8 | 2.0 | 3 | 4.3 | -3 | 8 | 4
CCOC(=O)c1c(C)c(C(=O)NCc2ccccn2)c(C)n1CC | -2 | 1 | . | 1518 | -2 | 0.7 | 2 | 0.6 | 1 | -2 | -12
COc1ccc(-n2c(C)nn(C)c2=O)c(OC)c1 | 1 | . | . | 1438 | 1 | -0.5 | -5 | 4.7 | 0 | -3 | 6
NC(=O)NCCCC(=O)OCC(=O)c1ccc2ccccc2c1 | 5 | 6 | . | 1698 | 0 | 1.0 | 7 | -0.2 | 2 | -5 | 1
COc1ccc(C2SCCN2C(=O)c2ccc([N+](=O)[O-])cc2)cc1 (stereo not drawn) | 8 | -1 | -0.038 | 1715 | 2 | 0.2 | 1 | 0.0 | -3 | 10 | 15
COc1ccc(CNC(=O)CSc2nc3ccc(N)cc3s2)cc1 | 9 | 2 | . | 1687 | 1 | 1.2 | 3 | 0.6 | 2 | 47 | -6
Cc1c2c(nc3ccccc13)CC(C)(C)CC2=O | 4 | 8 | -0.18 | 1341 | 4 | 2.3 | -7 | 0.1 | -7 | 1 | -7
CC(=O)N1CCN(CC(=O)Nc2ccccc2Sc2ccccc2)CC1 | 9 | 0 | 0.066 | 1635 | 4 | 3.1 | 5 | 0.5 | -5 | 48 | 22
COC(=O)COc1ccc(S(=O)(=O)Nc2ccc(NC(C)=O)cc2)cc1C | 4 | -8 | . | 1366 | -20 | 2.0 | -3 | 2.5 | -4 | -4 | 5
CC(C)CN1CN(S(=O)(=O)c2cccs2)c2nc3ccccc3nc21 | 5 | -10 | . | 1594 | -2 | 4.4 | 5 | -0.2 | -4 | -3 | 2
O=C(CN1CCC(c2nc3ccccc3s2)CC1)NCc1ccccc1 | -4 | . | -3* | 1498 | -11 | 1.3 | -7 | 0.2 | -4 | 87* | 8
COc1cccc(Nc2ncnc3c2cnn3C)c1 | 17 | -13 | . | 1810 | 14 | 1.3 | 5 | -0.1 | 3 | 0 | 6
More records:
SMILES | PPARg SRC1 recr | S1P3 antag | ROMK primary | TR-FRET SRC-2 ct | PPARg SRC-3 ag | RAM network inh | PPARg SRC-2 ag | DTT redox prof | HMGR II inh | Lmaj promast | bIAP inh
Nc1ccc(N2CCN(C(=O)c3ccco3)CC2)cc1 | 16 | . | . | 1613 | 24 | -0.5 | 15 | -0.9 | -1 | 25 | -7
COc1ccc(-n2c(=O)cc(N3CC(C)OC(C)C3)[nH]c2=O)cc1 (stereo not drawn) | 6 | -58 | . | 1434 | 7 | 1.6 | 8 | 0.3 | -2 | -9 | -6
Cc1ccc(NCc2nnc(SCC(=O)OC3CCCCC3)o2)c(C)c1 | 2 | -37 | . | 1636 | -7 | 4.2 | -7 | 1.5 | 0 | 5 | 0
O=C(CNC(=O)c1ccccc1O)N/N=C/c1ccccn1 | 8 | 10 | 0.34 | 1705 | 3 | -0.4 | 4 | 0.2 | -4 | -9 | -18
O=S(=O)(c1ccccc1)c1nc(-c2ccco2)oc1NCCN1CCOCC1 | 0 | . | -0.2 | 1626 | -2 | 1.2 | -2 | 0.2 | -4 | 13 | 3
Cc1c(C(=O)O)sc2ncn(C)c(=O)c12 | 1 | -34 | . | 1577 | -5 | 0.0 | 3 | 2.8 | 2 | -6 | 2
C=CCn1c(C)cc(C2=NNC(=NCC)SC2)c1C | -2 | -2 | . | 1540 | 2 | 0.5 | -6 | . | 0 | 58* | 6
CC1(C)CC(c2csc(N)n2)CCO1 (stereo not drawn) | 4 | 2 | 0.83 | 1504 | -8 | 0.3 | 5 | -2.8 | 5 | 1 | 7
Cc1ccn(Cc2n[nH]c(=S)n2Cc2ccccc2)n1 | 0 | . | -0.3 | 1661 | 4 | 3.0 | -1 | 0.0 | -3 | -7 | 28
COc1ccccc1-c1c(C(F)(F)F)oc2cc(OC(=O)c3ccccc3[N+](=O)[O-])ccc2c1=O | 2 | . | 0.82 | 1518 | 5 | 3.2 | -6 | 3.7 | -3 | -8 | 6
CCOc1ccc(CCNC(=O)COC(=O)/C=C/c2ccc(OCC#N)c(OC)c2)cc1OCC | 5 | -2 | -0.17 | 1668 | 3 | 2.1 | 8 | -0.4 | -3 | 20 | 4
CC(C)c1[nH]nc2c1C1(CCN(Cc3ccccc3)CC1)C(C#N)=C(N)O2 | 5 | -23 | -0.091 | 1706 | 5 | 1.0 | -5 | -0.4 | -7 | -3 | 3
CCCn1c(N)c(N(C)C)c(=O)n(CC(=O)Nc2ccc(OC(F)(F)F)cc2)c1=O | 3 | 3 | . | 1559 | 13 | 0.1 | 8 | -0.3 | -4 | 0 | 4
Cn1c(N)c(C(=O)CSc2ccccn2)c(=O)n(C)c1=O | 2 | -8 | 0.59 | 1539 | 2 | 1.5 | 3 | 3.9 | 1 | 1 | -6
CC(=O)N(c1cccc(C)c1)S(=O)(=O)c1ccc(Cl)cc1 | 10 | 6 | -0.74 | 1706 | 2 | 0.4 | 2 | 9.4 | 2 | 1 | 1
O=C(c1ccc(F)cc1)N1C2CCC1CC(O)(c1ccccc1F)C2 (stereo not drawn) | 4 | -10 | 0.85 | 1610 | -7 | 0.4 | 0 | -0.9 | -7 | 5 | 4
O=C(Nc1cccnc1)c1ccc(NC(=O)c2ccco2)cc1 | 6 | 17 | 0.42 | 1603 | -2 | 0.7 | 9 | 1.2 | 1 | -4 | -1
CCc1nnc(NS(=O)(=O)c2ccc(N3C(=O)C4CC=C(Cl)CC4C3=O)cc2)s1 (stereo not drawn) | 0 | -31 | 0.59 | 1593 | -1 | 4.0 | 2 | -0.1 | -7 | -7 | 8
O=C(NC1(C(F)(F)F)N=C(c2ccccc2)NC1=O)c1ccccc1F (stereo not drawn) | -1 | -10 | . | 1424 | -4 | 1.1 | 1 | 0.1 | 1 | -4 | -39
NC(=O)C1CCN(C(=S)NCc2ccc3c(c2)OCO3)CC1 | 3 | -3 | 1 | 1505 | 2 | 0.2 | 1 | -0.1 | -2 | -2 | -12
Cc1noc(/C=C/N(C)C)c1S(=O)(=O)N1CCCC(C(=O)NCc2cccs2)C1 (stereo not drawn) | 4 | 6 | . | 1612 | 1 | 1.0 | 3 | -1.1 | 0 | -7 | -4
CCOC(=O)CC(NC(=O)c1cc2cccc(OC)c2oc1=O)c1cccc([N+](=O)[O-])c1 (stereo not drawn) | 4 | -20 | -0.12 | 1682 | 1 | 2.1 | 9 | -0.3 | 1 | -2 | 19
COc1ccc(N2CCN(C(c3ccccc3OC)c3nnnn3C3CCCC3)CC2)cc1 (stereo not drawn) | 10 | 13 | . | 1618 | 3 | 0.1 | 5 | -3.3 | 1 | 59* | -7
CCOC(=O)N1CCN(C(=O)CCSc2ccc(Cl)cc2)CC1 | -2 | . | -1.1 | 1559 | -2 | 0.6 | 3 | 1.0 | -1 | -1 | 7
COC1CCCN(Cc2nc(Cc3ccccc3F)no2)C1 (stereo not drawn) | -9 | 0 | 0.59 | 1474 | 3 | 2.5 | -4 | -0.1 | -2 | -5 | 9
Carrying on.
SMILES | PPARg SRC1 recr | S1P3 antag | ROMK primary | TR-FRET SRC-2 ct | PPARg SRC-3 ag | RAM network inh | PPARg SRC-2 ag | DTT redox prof | HMGR II inh | Lmaj promast | bIAP inh
O=S(=O)(Nc1ccc(N2CCCCC2)cc1)c1ccc(F)c(F)c1 | -6 | 2 | . | 1670 | 2 | 2.0 | -5 | -0.4 | -8 | 67* | 16
Cn1c(N2CCOCC2)nc2c1c(=O)n(Cc1ccc(Cl)cc1)c(=O)n2C | 0 | . | 0.16 | 1570 | 6 | . | 6 | 0.5 | . | -8 | .
CC(=O)C1C(c2ccc(F)cc2)NC(=O)NC1(O)C(F)(F)F (stereo not drawn) | 9 | 42 | . | 1589 | -2 | 1.1 | -1 | 0.8 | 2 | 3 | 7
COCCOc1ccc(C(F)(F)F)cc1NC(=O)c1ccccc1F | -3 | -8 | 0.23 | 1550 | 3 | 1.6 | -9 | 0.2 | -5 | -2 | 8
Cc1ccn2cc(CCNC(=O)Cc3cccs3)nc2c1 | 5 | -12 | . | 1578 | 3 | -0.3 | 6 | -0.2 | 0 | -8 | 12
COC(=O)CNc1nc(-c2cccnc2)nc2ccccc12 | 1 | . | -0.075 | 1849 | 7 | 1.4 | -2 | -0.9 | -4 | 9 | -9
